# Compound activity from PubChem.
# L3MBTL1 inh: inhibitors of human L3MBTL1 | 0.66% of 230,000 active | Q9Y468 | Potency, µM (highest dose often 57.1 µM), inactives show at the top dose activity, negative = inhibition, hits mostly inhibitors | AlphaScreen L3MBTL1–H3K9me1 peptide binding | AID 485360; note: nearly all actives have a fitted effect of over 60% in size
#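 AlphaScreen proximity signal between nickel-chelate acceptor and streptavidin donor beads (final 10 ug/mL) reports binding of 50 nM L3MBTL1 to 75 nM biotin-H3 K9me1 peptide; complex incubated with compounds 30 min at room temperature; cefsulodin titration as control.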
# GoLoco inh red: blocks human Gai1 binding to RGS12 GoLoco peptide, red readout. P63096. Gai1:RGS12 GoLoco peptide FP, rhodamine, 10 min. Potency, µM (titrated, usually from 61.6 µM), for the others: at the highest dose activity, negative = inhibition, hits mostly inhibitors. 0.44% of 230,000 active. AID 880; active = well fitted inhibition curve with a large enough effect, not every such curve was filed as active; inactive = no such curve, though single readings can be large or run the other way; note: nearly all actives have a fitted effect of over 30% in size; many of its hits are not listed in these tables
# Target sequence (P63096 whole entry, looked up): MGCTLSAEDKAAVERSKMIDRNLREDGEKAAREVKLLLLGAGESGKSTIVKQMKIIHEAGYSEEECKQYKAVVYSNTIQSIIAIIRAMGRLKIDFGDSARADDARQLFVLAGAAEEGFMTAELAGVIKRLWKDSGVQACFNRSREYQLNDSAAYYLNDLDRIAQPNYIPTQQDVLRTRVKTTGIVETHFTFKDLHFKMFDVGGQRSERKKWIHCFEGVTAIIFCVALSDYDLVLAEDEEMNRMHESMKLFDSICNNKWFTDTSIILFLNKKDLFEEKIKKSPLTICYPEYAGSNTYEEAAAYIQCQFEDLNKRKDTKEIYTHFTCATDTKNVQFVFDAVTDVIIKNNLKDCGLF
# TRb SRC2 PPI: inhibitors of human thyroid hormone receptor beta-SRC2 interaction; P10828; TRbeta-SRC2 peptide binding, fluorescence polarization; receptor liganded with 1 µM T3; Potency, µM (top dose mostly 106 µM), for the others: at the top dose activity change, negative = inhibition, actives largely listed as inhibitors; 0.065% of 280,000 active;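 note: plate controls were bound peptide for no effect and peptide without receptor for full effect; nearly all actives have a fitted effect of over 50% in size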
# Target sequence (P10828 whole entry, looked up): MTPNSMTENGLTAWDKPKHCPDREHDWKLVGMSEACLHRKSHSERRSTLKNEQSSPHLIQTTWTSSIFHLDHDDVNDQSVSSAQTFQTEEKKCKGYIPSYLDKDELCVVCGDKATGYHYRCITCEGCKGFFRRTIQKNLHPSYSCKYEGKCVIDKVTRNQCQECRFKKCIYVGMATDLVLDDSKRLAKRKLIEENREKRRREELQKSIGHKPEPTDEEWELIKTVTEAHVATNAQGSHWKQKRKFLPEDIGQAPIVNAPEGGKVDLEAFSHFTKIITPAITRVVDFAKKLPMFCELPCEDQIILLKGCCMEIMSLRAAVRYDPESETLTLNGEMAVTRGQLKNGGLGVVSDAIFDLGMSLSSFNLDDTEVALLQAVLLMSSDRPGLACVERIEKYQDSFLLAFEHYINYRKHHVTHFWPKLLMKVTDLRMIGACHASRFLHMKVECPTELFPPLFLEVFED
#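 Assay buffer: 20 mM Tris-HCl, 100 mM NaCl, 10% glycerol, 1 mM EDTA, 0.01% NP-40, 1 mM DTT, 1 uM T3, 5% DMSO; TRb LBD 0.6 uM, Texas Red SRC2 20 nM; FP after 5 hr.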
# GAA spleen mod: lysosomal alpha-glucosidase (human) modulation. P10253. human spleen homogenate, 4-MU-alpha-glucoside fluorescence. Potency, µM (series often up to 79.9 µM), for the others: top-dose activity change, negative = inhibition, actives largely listed as inhibitors. 0.006% of 240,000 active. AID 2112;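 note: 0% = enzyme with vehicle and -100% = no enzyme basal signal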
#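 Enzyme source: human spleen homogenate, 1 ug/well. Buffer 50 mM citric acid/K phosphate pH 5.0, 0.01% Tween-20. 4-MU-alpha-glucoside 1 mM; 37 C x 40 min; NaOH/glycine stop; fluorescence.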
# GAA inhib: inhibitors of human lysosomal alpha-glucosidase. AID 1466. 0.005% of 200,000 active. Potency, µM (top dose mostly 76.9 µM), inactives show at the highest dose activity change, negative = inhibition, usual class: inhibitors. purified human GAA, 4-MU-alpha-glucoside fluorescence;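 note: plate controls were uninhibited enzyme wells for no effect and no-enzyme background for full effect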
#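 Read-out is 4-methylumbelliferone fluorescence (Ex 365/Em 440 nm) after NaOH/glycine stop at pH 10. Enzyme 4 nM, substrate 400 uM, pH 5.0 citrate buffer, 20 min room temperature; AC50 from Hill-equation concentration-response.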
# TexasRed fluor: Texas Red fluorescence interference in TRb-SRC2 counter-screen; 0.29% of 280,000 active; Potency, µM (series often up to 106 µM), without a hit: top-dose fluorescence change, negative = quenching; TRb/SRC2 Texas Red total fluorescence interference; active = well fitted curve in either direction with a large enough effect; inconclusive = small, poorly fitted or top-dose-only effect
#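 Human TRb ligand-binding domain at 0.6 uM with 20 nM Texas Red SRC2 peptide in Tris buffer containing 1 uM T3 and 5% DMSO, incubated with compound 5 h at ambient temperature. Total fluorescence (555/632 nm) calculated as parallel + 2 × perpendicular.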
# RECQ1 helicase: inhibitors of human RECQ1 DNA helicase | Potency, µM (top dose mostly 57.3 µM), without a hit: at the top dose activity, negative = inhibition, usual class: inhibitors | RECQ1 DNA unwinding, red fluorescence kinetic read | 0.54% of 240,000 active | P46063;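 note: plate controls were vehicle for no effect and no enzyme for full effect; nearly all actives have a fitted effect of over 30% in size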
#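 50 nM RECQ1T1 preincubated 15 min with compound in Tris pH 8.0 buffer with MgCl2, DTT, Tween-20 and 2.5 ug/ml poly(dI-dC); started with 200 nM TAMRA/BHQ-2 forked duplex and 2 mM ATP. Unwinding read as fluorescence (525/598 nm), two reads 2 h apart.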
# GAA glycogen: GAA glycogen-cleavage inhibition or activation | Potency, µM (doses to about 76.4 µM), for inactives: top-dose activity change, negative = inhibition, usual class: inhibitors | recombinant GAA, glycogen substrate, Amplex Red glucose oxidase fluorescence | 0.38% of 300,000 active;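 note: 0% = full enzyme reaction and -100% = no-enzyme basal signal; the screen sought inhibitors and activators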
#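 Recombinant enzyme (4 nM final) with compounds titrated up to 77 uM and bovine liver glycogen (30 ug) in citrate pH 5.0, 0.01% Tween-20, 37 C 40 min. Released glucose detected by Amplex Red/glucose oxidase (Ex 573/Em 610); AC50 from Hill fits.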
# Numbers without * were called inactive; i = inactive; ? = inconclusive; / = not tested or not shown; [ ] = dose if it differs, or a comment. Unless noted, calls come from the whole dose curve; as a rule, active = well fitted curve in the direction sought with a large enough effect; inconclusive = small, poorly fitted or top-dose-only effect, or another doubt; inactive = no such curve, though single readings can be large; an effect the other way counts as inactive or inconclusive. Unless noted, % is set by controls: 0 for no effect and ±100 for the full control effect; potency is the fitted concentration of half-maximal effect. An excerpt (hit frequency here may not be typical).
SMILES,L3MBTL1 inh,GoLoco inh red,TRb SRC2 PPI,GAA spleen mod,GAA inhib,TexasRed fluor,RECQ1 helicase,GAA glycogen
Cc1csc(NS(=O)(=O)c2cccc([N+](=O)[O-])c2)n1,-3%,13%,-2%,7%,?,-4%,i,1%
CCOc1ccc(N2C(=O)CC(N(CCc3ccc(OC)cc3)C(=O)c3cccc(F)c3)C2=O)cc1 (stereo not drawn),7%,6%,2%,-10%,?,-1%,-7%,2%
O=C(OCC(=O)N1CCCC1)c1cc(Br)ccc1Cl,/,2%,2%,2%,-4%,-1%,-4%,7%
CCOC(=O)c1[nH]c(C)c(C(=O)N2CCc3c([nH]c4ccccc34)C2c2ccccn2)c1C (stereo not drawn),?,4%,-9%[53 µM],8%,7%,1%[53 µM],16%,19%
COC(=O)c1c(C)nn(-c2ccc(OC(F)(F)F)cc2)c1-c1snnc1C,6%,3%,5%,-6%,?,1%,3%,3%
O=C(Nc1ccc(F)cc1)c1ccccc1CC[N+](=O)[O-],2%,-2%,-7%,-2%,8%,-7%,10%,8%
COc1ccc(-n2c(SC(C)C(=O)Nc3ncc(Cl)cc3Cl)nc3ccccc32)cc1 (stereo not drawn),-4%,62%[activator],8%,1%,-6%,7%,-17%,-2%
CCOC(=O)CN(C(=O)CNC(=O)c1cccs1)C(C(=O)NC1CCCCC1)c1cccs1 (stereo not drawn),-18%,177%[activator],-3%,0%,-6%,-3%,-1%,-1%
O=C(Cn1nnc(-c2ccccc2-n2cnnn2)n1)c1ccccc1,5%,1%,-24%,-5%,2%,2%,-18%,12%
O=C(Nc1ccc(F)cc1)NC1CCN(Cc2nnnn2Cc2ccco2)CC1,-3%,3%,0%,-4%,3%,-3%,-6%,0%
COC(=O)NC(/C(C(=O)OC)=C(\C)NCc1ccccc1)c1ccccc1 (stereo not drawn),/,/,7%[11.2 µM],3%[17.4 µM],/,-13%[11.2 µM],i[11.5 µM],/
O=C(N/N=C/C(Br)=C\c1ccccc1)c1ccc2nc[nH]c2c1,-12%,11%,2%,2%,-34%,2%,2%,-7%
COC(=O)CNC(=O)[C@@]1(C)C=C[C@@H](Cc2ccccc2)N1C(C)=O,/,3%,11%,6%,/,-2%,2%,/
CCCCNC(=O)c1onc(CSc2ccc(Cl)cc2)c1C(=O)O,4%,-5%,-3%,-1%,?,-1%,-14%,5%
CCCCCC#CC[C@@H](O)/C=C/C=C/C=C\[C@@H](O)CCCC(=O)O,/,2%,4%,6%,/,-1%,i,/
O=C(CSCc1cccc(F)c1)N1CCN(c2ccccc2)CC1,7%[11.4 µM],6%,10%,-1%,-12%,1%,2%,1%
CCCCOc1ccc(-c2nnc(-c3cc[n+](C)cc3)o2)cc1,1%,1%,7%[53 µM],-10%,?,-1%[53 µM],i,-3%
Cc1nn(C2CCCCC2)c(N)c1-c1ccccc1,2%,6%,-6%,1%,-9%,-5%,i,-6%
CSc1ccc(-c2nc(CN3CCCCC3c3cccnc3)c(C)o2)cc1 (stereo not drawn),-21%,18%,6%,-3%,3%,-5%,i,-10%
COc1ccccc1NS(=O)(=O)c1cccs1,/,-12%,4%,-6%,-5%,2%,i,-5%
CCC1OC(=O)C(C)[C@@H](O[C@H]2C[C@@](C)(OC)C(O)C(C)O2)C(C)[C@@H](O[C@@H]2OC(C)CC(N(C)C)C2O)[C@@](C)(O)CC(C)CN(C)C(C)C(O)[C@]1(C)O (stereo partly drawn),/,-1%,-2%,-2%,/,0%,11%,/
COC(=O)/C(C)=C/CC12OC(C)(C)C3CC(C=C4C(=O)c5cc6c(c(CCC(C)(C)Cl)c5OC431)OC1(C)CCC(=C(C)C)C6C1)C2=O (stereo not drawn),/,4%,-3%,3%,/,-1%,14%,/
CCCCNC(=O)NC12CC3CC(CC(C3)C1)C2,-6%,5%,-8%,-5%,8%,-3%,-2%,21%
O=C1C2CC=CCC2C(=O)N1Cc1nnc(-c2ccc(Cl)cc2)o1 (stereo not drawn),4%,11%,0%,3%,0%,-4%,-4%,4%
Cc1oc(S(=O)(=O)N(C)C)cc1C(=O)Nc1ccc(Cl)cc1,-6%,0%,1%,0%,/,-3%,-5%,11%
CC(C)c1ccc(/C=C2\SC(N3CCOCC3)=NC2=O)cc1,1%,-9%,0%,-2%,/,-1%,-4%,4%
O=C(Nc1nc(-c2ccccn2)cs1)c1ccc([N+](=O)[O-])o1,13µM*,-13%,7%,-15%,/,-11%,-11%,10%
COCCN1C(=O)N[C@@H](c2cccc(C(F)(F)F)c2)[C@@H](C(=O)OC)[C@H]1C,/,6%[14.2 µM],2%[11.2 µM],4%[17.4 µM],/,-1%[11.2 µM],i[11.5 µM],/
CCOC(=O)C(=O)/C(C#N)=C/Nc1ccc(F)cc1,/,-3%,2%,-2%,-3%,-2%,-5%,0%
COc1ccc(-c2nc(-c3ccccc3)oc2Nc2ccc3ccccc3c2)cc1,/,-5%,9%,1%,/,-2%,-5%,/
O=C(CC1C(=O)NCCN1Cc1ccc(F)cc1)NCCN1CCCc2ccccc21 (stereo not drawn),-6%,-24%,-14%,12%,3%,-4%,8%,?
CC(C)(C)C(=O)Nc1sc2c(c1C#N)CCCCC2,-3%,-1%,-20%,-9%,2%,0%,i,3%
CC1(C)C(=O)Nc2ccccc2N1C(=O)COc1cccnc1[N+](=O)[O-],/,7%,11%,0%,0%,-1%,-3%,-3%
Cc1c(C(=O)NC2CC2)oc2ccc(S(=O)(=O)N3CCCCCC3)cc12,4%,3%,-11%,-5%,-4%,-2%,-10%,-3%
Cc1ccc(C)c(N2CCN(C(=O)CN(C)S(=O)(=O)c3ccc4c(c3)CCC(=O)N4)CC2)c1,-1%,-2%,-1%,0%,-1%[15.4 µM],0%,-8%,6%
FC(F)Sc1ccc(-n2cc(-c3ccc(Cl)cc3)[n+]3c2CCC3)cc1,-3%,6%,10%,4%,?,-2%,-8%,-13%
N#CCCn1ncc2ccccc21,5%,-3%,-6%,-1%,-4%,-1%,-8%,2%
CC(C)CC(=O)n1sc(NC(=O)c2ccccc2)nc1=O,4%,0%,-10%,0%,-4%,0%,0%,-8%
CC(CO)(CO)NC(=O)c1ccc(=O)[nH]n1,4%,8%,6%,3%,/,-1%,0%,-2%
O=C(Nc1ccc2c(c1)OCCO2)N1CCN(Cc2ccccc2)CC1,26%,6%,3%,1%,3%,-1%,-1%,-1%

# Brought forward from above: 2 entries, followed by the next part.
SMILES,L3MBTL1 inh,GoLoco inh red,TRb SRC2 PPI,GAA spleen mod,GAA inhib,TexasRed fluor,RECQ1 helicase,GAA glycogen
CC(CO)(CO)NC(=O)c1ccc(=O)[nH]n1,4%,8%,6%,3%,/,-1%,0%,-2%
O=C(Nc1ccc2c(c1)OCCO2)N1CCN(Cc2ccccc2)CC1,26%,6%,3%,1%,3%,-1%,-1%,-1%
Fc1ccc(CSc2ccc(-c3ccc4c(c3)OCO4)nn2)cc1,1%,-6%,3%,0%,-1%,3%,-4%,-4%
CC(=O)NCCCC(=O)NNC1CC(=O)N(c2cccc(Cl)c2)C1=O (stereo not drawn),1%,-35%,1%,-2%,/,-1%,i,1%
CO/N=C(\C)CCN1CCCc2nc(C)c(C)cc21,/,/,1%[11.2 µM],4%[17.4 µM],/,0%[11.2 µM],0%[11.5 µM],/
O=C(Nc1ccc(-n2ccnc2P(=O)(O)c2ccccc2)cc1)c1ccccc1Cl,/,12%,-10%,-7%,-1%,2%,-6%,2%
COC(=O)C(O)(CC(=O)Nc1ccc(Cl)cc1Cl)C(F)(F)F (stereo not drawn),-11%,5%,-2%,-14%,-14%,-2%,-1%,-2%
COC(=O)C1=NNC2C(=O)N(C3CCCCC3)C(=O)C12 (stereo not drawn),5%,11%,-12%,-7%,14%,-1%,i,-5%
O=C1c2cccnc2C(=O)N1Cc1ccccc1,17%,4%,1%,-7%,3%,-2%,-3%,1%
COC(=O)[C@@]1(Cc2ccc(OC)cc2)[C@H]2c3cc(C(=O)N(C)C)n(CCO)c3C[C@H]2CN1C(=O)c1ccccc1,/,7%,2%,0%,/,-1%,-3%,/
COc1cc2nc(C3CC3)n(NC(=O)c3ccc(Cl)cc3)c(=O)c2cc1OC,3%,3%,-1%,-4%,-5%,-1%,3%,-1%
O=C(NCc1ccc(Cl)cc1)c1csc(-c2cccnc2)n1,/,9%,2%,-4%,/,-1%,-12%,1%
C/C(NCCN1CCOCC1)=C(\C#N)C(N)=O,-24%,-4%,-20%,-12%,-3%,0%,-5%,3%
CC(C)CC(=O)NC(=S)Nc1ccc(N2CCOCC2)cc1,3%,5%,-3%,6%,-6%,2%,-6%,-17%
CSc1ccccc1NC(=O)CN(C1CCCCC1)S(C)(=O)=O,/,12%,-2%,-18%,-1%,1%,0%,6%
C(=C\c1ccc(/C=C/c2ccccc2)nn1)/c1ccccc1,/,7%,1%,4%,/,-5%,-2%,-1%
CC(CC(=O)O)CC(=O)Nc1ccc(Br)cc1 (stereo not drawn),8%,-4%,-4%,9%,/,0%,-9%,1%
C/C(=N\NC(=O)c1ccc2nc[nH]c2c1)c1ccc([N+](=O)[O-])cc1,/,2%,7%,6%,/,-1%,-5%,-15%

# Single records, as listed above.
# Shown for O=C(Nc1ccc2c(c1)OCCO2)N1CCN(Cc2ccccc2)CC1 = L3MBTL1 inh: 26%; GoLoco inh red: 6%; TRb SRC2 PPI: 3%; GAA spleen mod: 1%; GAA inhib: 3%; TexasRed fluor: -1%; RECQ1 helicase: -1%; GAA glycogen: -1%
# Shown for CC(=O)NCCCC(=O)NNC1CC(=O)N(c2cccc(Cl)c2)C1=O (stereo not drawn) = L3MBTL1 inh: 1%; GoLoco inh red: -35%; TRb SRC2 PPI: 1%; GAA spleen mod: -2%; GAA inhib: /; TexasRed fluor: -1%; RECQ1 helicase: i; GAA glycogen: 1%
